# PfHsp40 yeast: restores yeast growth despite PfHsp40 toxicity | growth rescue, % at 12.5 µM | 0.68% of 340,000 active | S. cerevisiae expressing PfHsp40, growth rescue, ATP luminescence; in the data active = growth rescue above about 28%, passing the limit was not always enough; inconclusive = no clear call, values can overlap the other calls;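 also: yeast W303a lacking pdr1 and pdr3 grown in galactose medium; growth measured after three days at 30 °C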
# UGM FP inh: blocks M. tuberculosis UGM enzyme; purified UGM, fluorescence polarization probe displacement; P9WIQ1; 0.06% of 320,000 active; inhibition, % at 10 µM; AID 504406; in the data active = inhibition above about 10%, passing the limit was not always enough; inconclusive = no clear call, values can overlap the other calls
# Yp Topo-I inh: blocks Yersinia pestis topoisomerase I activity | Y. pestis Topo-I cleavage product accumulation, plate reader | activity, % at 10 µM | 0.064% of 360,000 active; in the data active = activity above about 50%, passing the limit was not always enough; inconclusive = no clear call, values can overlap the other calls; also: inactives centre near 2
# Vc quorum ag: inducers of Vibrio cholerae quorum light production without autoinducers. activation, % at 18.7 µM. V. cholerae BH1578 lux reporter, luminescence, 6 h. 0.16% of 350,000 active. AID 588436; in the data active = activation mostly above about 9.7%, no sharp cut-off; inconclusive = no clear call, values can overlap the other calls; inactive = mostly below about 3.7%; also: not every result past the cut was called active; inactives centre near 0; reference of the scale not given here
# Mtb FBA inh: Mtb fructose-bisphosphate aldolase inhibition; P9WQA3; purified M. tuberculosis FBA, fluorescence read-out; inhibition, % at 1 µM; 2.3% of 360,000 active; in the data active = inhibition above about 27%;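 also: 0% = vehicle and 100% = reference inhibitor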
# FadD28 FP inh: inhibitors of Mycobacterium tuberculosis FadD28 bisubstrate binding. FadD28 bisubstrate probe binding, fluorescence polarization. inhibition, % at 12.5 µM. 0.22% of 360,000 active; in the data active = inhibition above about 8.5%, passing the limit was not always enough; inconclusive = no clear call, values can overlap the other calls
# TcdB GH inh: blocks C. difficile toxin B glycohydrolase activity; TcdB glycohydrolase enzymatic assay, plate reader; inhibition, % at 9.99 µM; 0.24% of 350,000 active; in the data active = inhibition above about 10%
# Target sequence (P18177 whole entry, looked up): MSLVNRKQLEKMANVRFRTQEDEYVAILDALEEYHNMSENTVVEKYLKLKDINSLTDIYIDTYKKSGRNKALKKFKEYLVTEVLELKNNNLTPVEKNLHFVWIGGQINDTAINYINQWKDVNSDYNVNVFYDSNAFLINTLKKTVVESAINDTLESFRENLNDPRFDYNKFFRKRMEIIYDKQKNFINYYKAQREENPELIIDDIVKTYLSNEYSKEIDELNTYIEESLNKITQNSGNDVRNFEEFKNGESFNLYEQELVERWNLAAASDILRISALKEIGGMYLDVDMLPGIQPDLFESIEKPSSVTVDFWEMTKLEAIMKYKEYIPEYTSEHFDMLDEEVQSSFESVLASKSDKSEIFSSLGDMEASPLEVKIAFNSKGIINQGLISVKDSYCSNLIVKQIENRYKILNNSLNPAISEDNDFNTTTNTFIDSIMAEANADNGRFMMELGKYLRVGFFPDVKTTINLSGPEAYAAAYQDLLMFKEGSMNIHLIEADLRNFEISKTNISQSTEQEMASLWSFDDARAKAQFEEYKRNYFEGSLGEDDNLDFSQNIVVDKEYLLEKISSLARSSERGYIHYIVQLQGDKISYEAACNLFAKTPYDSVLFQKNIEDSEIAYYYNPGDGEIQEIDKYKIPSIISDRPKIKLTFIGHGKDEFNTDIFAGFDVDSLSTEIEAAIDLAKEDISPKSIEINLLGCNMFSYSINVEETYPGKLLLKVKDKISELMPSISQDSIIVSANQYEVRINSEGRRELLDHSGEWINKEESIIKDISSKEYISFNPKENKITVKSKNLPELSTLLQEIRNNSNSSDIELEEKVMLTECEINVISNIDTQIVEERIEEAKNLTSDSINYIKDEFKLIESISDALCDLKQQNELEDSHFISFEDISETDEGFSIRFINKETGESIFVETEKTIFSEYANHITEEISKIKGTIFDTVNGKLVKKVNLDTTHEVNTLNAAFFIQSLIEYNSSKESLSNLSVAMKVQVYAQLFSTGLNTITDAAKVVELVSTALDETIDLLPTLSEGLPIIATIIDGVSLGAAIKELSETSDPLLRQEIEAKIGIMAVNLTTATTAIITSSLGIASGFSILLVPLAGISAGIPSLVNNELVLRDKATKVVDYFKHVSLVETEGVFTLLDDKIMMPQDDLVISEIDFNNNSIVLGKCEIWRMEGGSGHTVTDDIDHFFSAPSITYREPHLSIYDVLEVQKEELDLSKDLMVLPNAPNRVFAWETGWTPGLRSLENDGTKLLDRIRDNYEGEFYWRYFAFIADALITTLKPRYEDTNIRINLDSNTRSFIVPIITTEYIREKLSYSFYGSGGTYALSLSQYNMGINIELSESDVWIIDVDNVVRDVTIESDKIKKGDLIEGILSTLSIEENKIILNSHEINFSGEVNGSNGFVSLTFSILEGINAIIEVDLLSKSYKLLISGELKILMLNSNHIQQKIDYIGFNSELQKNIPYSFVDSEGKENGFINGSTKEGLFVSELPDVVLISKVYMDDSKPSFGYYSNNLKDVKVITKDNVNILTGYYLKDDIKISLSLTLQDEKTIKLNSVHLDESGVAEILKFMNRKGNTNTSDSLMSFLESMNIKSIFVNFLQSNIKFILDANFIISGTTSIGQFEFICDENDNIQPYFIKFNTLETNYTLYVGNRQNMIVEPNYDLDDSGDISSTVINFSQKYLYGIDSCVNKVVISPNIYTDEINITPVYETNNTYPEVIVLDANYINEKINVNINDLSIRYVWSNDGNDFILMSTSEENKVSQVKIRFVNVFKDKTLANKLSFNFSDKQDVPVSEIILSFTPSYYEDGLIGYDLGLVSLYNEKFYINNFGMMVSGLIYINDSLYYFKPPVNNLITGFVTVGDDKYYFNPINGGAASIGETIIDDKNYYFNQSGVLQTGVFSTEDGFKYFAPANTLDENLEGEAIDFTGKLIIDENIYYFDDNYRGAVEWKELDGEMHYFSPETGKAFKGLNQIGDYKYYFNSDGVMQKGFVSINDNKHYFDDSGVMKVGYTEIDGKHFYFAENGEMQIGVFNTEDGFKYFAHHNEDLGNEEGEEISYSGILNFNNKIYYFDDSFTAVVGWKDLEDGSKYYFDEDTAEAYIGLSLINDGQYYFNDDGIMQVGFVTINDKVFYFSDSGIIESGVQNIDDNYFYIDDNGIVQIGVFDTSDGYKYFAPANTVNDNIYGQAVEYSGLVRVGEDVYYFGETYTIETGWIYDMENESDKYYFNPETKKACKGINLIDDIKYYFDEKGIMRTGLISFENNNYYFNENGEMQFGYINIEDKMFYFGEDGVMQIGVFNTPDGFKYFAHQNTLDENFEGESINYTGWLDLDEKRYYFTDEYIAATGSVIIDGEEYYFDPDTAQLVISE
# Mtb BioA inh: blocks M. tuberculosis BioA enzyme activity. inhibition, % at 9.99 µM. purified M. tuberculosis BioA enzyme, plate reader. 0.096% of 360,000 active. AID 602481; in the data active = inhibition above about 40%; inconclusive = no clear call, values can overlap the other calls
# GDH-TPI inh: counter-screen for M. tuberculosis FBA inhibitors: GDH-TPI coupled enzymes; GDH-TPI coupled enzyme counterscreen, NADH absorbance; inhibition, % at 4.8 µM; 1.2% of 360,000 active; AID 588335; in the data active = inhibition above about 30%;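 also: 0% = DMSO wells and 100% = wells lacking the enzyme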
# Numbers without * were called inactive; i = inactive; u = inconclusive; x = no result given.
Molecule,PfHsp40 yeast,UGM FP inh,Yp Topo-I inh,Vc quorum ag,Mtb FBA inh,FadD28 FP inh,TcdB GH inh,Mtb BioA inh,GDH-TPI inh
Cc1cccc(NC(=O)c2ccc(Cl)c(S(=O)(=O)N3CCc4ccccc43)c2)n1,-0.7,-1.6,14,i,-2,-2.9,-2.4,-1.7,3
Cc1oc(-c2ccc(Cl)cc2)nc1CS(=O)CC(=O)NCCCN(C)C1CCCCC1 (stereo unspecified),0.2,-0.3,13,0.4,2,1.3,x,1.8,8
COc1ccc(NC(=O)NCc2ccco2)c(OC)c1,-0.7,-1.8,0,i,-1,-1.4,1.3,x,-7
CN(CCCNC(=O)CCC(=O)N1CCOc2ccccc21)Cc1ccccc1,0.9,-1.3,4,-0.3,1,0.1,3.5,-1.8,-13
Cc1ccc(C)c(N2CCN(C(=O)CCS(=O)(=O)c3ccc4c(c3)oc(=O)n4C)CC2)c1,-0.5,0.3,35,-0.4,0,-4.1,-0.4,-0.3,2
CC(=O)Nc1ccc(-c2nnc(SCC(=O)c3ccc4c(c3)Cc3ccccc3-4)n2C)cc1,0.5,-2.0,0,i,-1,-2.9,1.5,-1.5,16
COc1cc(C(=O)NC(C)c2ccc3ccccc3c2)cc(Cl)c1O (stereo unspecified),4.1,2.5,-3,-0.3,1,-4.4,0.3,9.9,-8
CCOC(=O)c1ccc(NC(=O)C2CC(=O)N=C(N)S2)cc1 (stereo unspecified),1.1,0.1,-4,1.0,-2,-1.6,-0.3,x,8
CC(C(=O)N1CCN(c2ccc(Cl)cc2)CC1)c1ncc(C(F)(F)F)cc1Cl (stereo unspecified),0.1,-0.1,21,-0.2,-2,-2.8,x,15,2
Cc1ccc(N2C(=O)CC(Nc3cccc4ccccc34)C2=O)cc1 (stereo unspecified),-0.6,-3.0,-10,i,4,-2.5,0.4,-0.6,-8
O=C1CC2(CCN(C(=O)c3c(F)cccc3F)CC2)Oc2ccccc21,-1.3,-2.2,1,i,7,-1.3,1.0,2.0,10
CC(=O)NCc1cccc(CNC(C)=O)n1,-2.2,1.9,-6,x,0,-2.3,x,-1.3,-7
O=C(CCN1C(=O)/C(=C/c2ccccc2F)SC1=S)NCCc1ccc(O)cc1,0.3,0.0,9,i,-3,-3.4,0.9,-2.1,14
Cc1cc(C)c(C#N)c(SCc2ccccc2C)n1,-1.7,0.6,-11,-0.2,3,-7.9,x,x,7
CCCSc1nnc(NC(=O)Nc2ccc(C)cc2)s1,-1.0,3.2,1,-0.6,3,-2.8,-0.7,-1.8,-9
COc1ccc(C(=O)C[n+]2cccc(Br)c2)cc1,0.7,5.0,-1,0.5,-3,-2.3,0.6,x,5

# Taken from the entries so far (2 entries):
Molecule,PfHsp40 yeast,UGM FP inh,Yp Topo-I inh,Vc quorum ag,Mtb FBA inh,FadD28 FP inh,TcdB GH inh,Mtb BioA inh,GDH-TPI inh
CCCSc1nnc(NC(=O)Nc2ccc(C)cc2)s1,-1.0,3.2,1,-0.6,3,-2.8,-0.7,-1.8,-9
COc1ccc(C(=O)C[n+]2cccc(Br)c2)cc1,0.7,5.0,-1,0.5,-3,-2.3,0.6,x,5

# Next part.
Molecule,PfHsp40 yeast,UGM FP inh,Yp Topo-I inh,Vc quorum ag,Mtb FBA inh,FadD28 FP inh,TcdB GH inh,Mtb BioA inh,GDH-TPI inh
O=C(c1ccc(S(=O)(=O)Nc2ccc(F)cc2)cc1)N1CCN(c2ccccn2)CC1,0.5,-0.1,7,i,1,-1.4,2.0,x,-3
O=C(NCc1ccccc1)c1ccc(COCC(F)(F)F)o1,-1.3,0.2,-5,-0.4,0,-0.8,-2.9,-0.9,12
O=C(COC(=O)/C=C/c1ccccc1Cl)NC(=O)NCc1ccccc1,-0.2,-1.4,20,0.0,-2,-0.9,1.1,-4.1,13
O=S(=O)(c1ccc2nc(Cc3ccccc3)[nH]c2c1)N1CCOCC1,1.0,3.1,6,i,3,-1.1,x,2.1,10
COc1cc(C(=O)OC(C)C(=O)N2CCc3ccccc3C2)ccc1OCC(=O)N1CCOCC1 (stereo unspecified),1.9,-1.8,8,i,0,0.8,x,3.4,6
O=C(CSc1cn[nH]n1)Nc1cccc(C(F)(F)F)c1,-1.6,-0.5,6,i,-1,-5.2,-1.3,0.6,2
CC(C)OCCCNC(=O)c1ccc(CS(=O)(=O)Cc2ccccc2F)o1,0.0,-0.3,4,-0.1,3,-1.0,1.9,3.0,0
CCN(CC)S(=O)(=O)c1ccc(Cl)c(NC(=O)c2ccncc2)c1,-1.7,-1.5,4,i,-3,-4.3,1.4,x,-10
COc1ccc(C=NNC(=O)c2ccccc2OCc2ccc(F)cc2)c(OC)c1,0.4,1.1,10,-0.9,5,0.0,0.6,-5.0,7
CCC(C)C(NS(=O)(=O)c1ccc(C)cc1)C(=O)O (stereo unspecified),0.0,3.8,-12,0.4,6,-1.6,0.6,-1.3,11
COc1ccc(NC(=O)CSc2nc3c([nH]c4ccccc43)c(=O)n2C)cc1,-0.4,8.4,8,-0.3,2,-1.5,0.6,-0.6,9
CC(=O)Nc1ccc(-c2csc(NCc3ccco3)n2)cc1,-0.4,-1.1,-6,i,1,-1.9,x,x,4
Cc1cc(Cl)cc(Cl)c1OCCCCN(C)C,-0.6,-0.4,-1,-0.2,2,-3.9,1.1,x,5
Cc1cccc(Oc2ncnc(N)c2[N+](=O)[O-])c1,-0.8,0.8,9,-0.6,-4,-1.7,x,-0.3,14
Cc1ccc([C@@H]2CC(=O)[C@@H]3CN(S(=O)(=O)c4ccc(C)cc4)[C@H](c4ccccc4)C[C@@H]3N2S(=O)(=O)c2ccc(Cl)cc2)cc1,x,x,7,0.6,-3,-1.6,-1.3,-1.2,-13
CCOc1ccccc1CN(CCc1ccc2c(c1)OCO2)Cc1ccccn1,3.2,0.0,49,x,-2,1.2,x,3.5,12
O=C(COC(=O)c1cc(=O)c2ccccc2o1)Nc1ccc2ccccc2c1,-0.5,2.1,-8,-0.3,1,-1.1,x,x,-1
C/C(N)=C(/C#N)C(=O)COC(=O)c1cccc(C)c1O,-1.3,0.0,1,-0.8,2,-3.2,0.9,-2.2,3
CC(=O)c1cccc(NC(=O)C2C3C=CC(C3)C2C(=O)O)c1 (stereo unspecified),-0.1,-3.5,-5,-0.3,1,1.4,0.4,-4.2,10
O=C(/C=C/c1ccccc1)Nc1scc(-c2ccccc2)c1C(=O)O,51*,x,-14,-0.3,-1,1.6,8.0,x,21
Cc1ccc(CNC(=O)CCc2nnc(Cc3ccc(-c4ccccc4)cc3)o2)o1,-0.9,0.9,-4,-0.3,3,-1.4,0.1,x,13
COC(=O)c1ccccc1NC(=O)Nc1cccs1,-1.0,4.2,1,x,3,-12,0.1,-1.2,6
O=Cc1cc(-c2ccccc2)[nH]c1-c1ccccc1,-1.3,0.4,16,-0.4,3,-5.5,1.0,-1.5,7
COc1cc(F)ccc1S(=O)(=O)NCc1cccnc1,-1.7,-1.2,-2,-0.4,-2,-0.8,1.6,-0.7,7
Oc1ccccc1Cc1c(O)ccc2ccccc12,7.1,-0.1,-7,i,6,-3.4,3.5,2.9,0
COc1ccc(Cl)cc1NC(=O)C(C)Sc1nncn1C (stereo unspecified),0.0,-0.5,5,-3.6,1,-2.5,x,0.8,-2
COc1ccc(C(=O)COC(=O)c2cccnc2SC)cc1,0.5,0.2,11,i,-1,-3.5,0.6,x,2
O=C1CCCC2=C1C1(O)C(=O)c3ccccc3C1(O)O2 (stereo unspecified),-0.1,-0.2,7,0.2,5,0.3,x,x,-5
O=[N+]([O-])c1cccc(NC(=S)N2CCc3ccccc32)c1,0.0,0.5,-5,i,0,-0.7,0.2,0.5,5
COc1cc(N)ccc1Cc1ccc(N)cc1OC,-0.2,-0.8,-10,-1.0,-2,-2.8,x,-0.2,-8
CCCn1c(N)c(C(=O)CSc2nnc(C3CC3)n2C2CC2)c(=O)[nH]c1=O,0.0,3.7,-3,x,3,-2.3,6.1,x,9
Cn1nc(C(=O)NNC(=O)c2ccccc2F)c2ccccc2c1=O,0.6,2.6,-4,i,2,0.0,-1.5,-3.0,9
O=c1cc(Nc2ccc3c(c2)OCCO3)[nH]c(=O)n1-c1ccc(Cl)cc1,0.2,-1.7,8,-1.1,33*,-3.3,1.1,-4.3,6
Cc1cc(=O)[nH]c(SCC(=O)Nc2c(C)n(C)n(-c3ccccc3)c2=O)c1C#N,0.0,2.7,1,i,3,-1.7,1.6,0.0,0
CCn1cc(CN2CCC(C(=O)Nc3ccc(Oc4cccnc4)cc3)CC2)cn1,-1.9,0.5,1,-1.1,0,u,0.6,-1.1,0
O=C(c1cc(COc2c(F)cccc2F)on1)N1CC[C@@H]2CCCC[C@H]2C1,x,x,42,0.0,0,-1.2,1.0,-0.1,4
COc1ccc(Cc2nnc(SCC(=O)Nc3ccccc3)[nH]c2=O)cc1,-1.4,x,1,-0.4,5,-0.2,-1.0,-0.4,16
O=C(NCC(F)(F)F)Nc1ccccn1,-0.3,-2.4,1,1.8,2,-2.0,x,-0.3,-8
O=C(Nc1ncc(S(=O)(=O)c2ccc([N+](=O)[O-])cc2)s1)c1cccc2ccccc12,-0.5,0.4,5,-0.2,1,0.7,1.2,x,24
Cc1ccc(-c2noc(CCC(=O)Nc3cc(C)ccn3)n2)cc1,1.4,1.3,-3,i,-1,-2.4,x,-1.2,0
Cc1cc(Br)c(NC(=O)CCl)c(Br)c1,-1.2,-2.7,3,4.0,0,-0.4,2.6,x,9
C(#CC1CCCC1)c1ccc2c(c1)COc1c3ccccc3nn1-2,0.5,-2.3,2,i,2,-3.7,-1.4,-3.1,-9
Oc1c(C=Nc2ccccc2Cl)[nH]c2ccccc12,-0.8,-1.6,38,0.5,2,-3.2,1.1,x,-4
O=C(CCN1CCN2CCCC2C1)N1c2ccccc2Sc2ccc(Cl)cc21 (stereo unspecified),0.0,1.9,5,0.6,3,-2.7,0.9,3.2,-3
CCCCn1c(O)c(/C(C)=N/NC(=O)Nc2ccccc2)c(=O)[nH]c1=O,5.4,-0.3,-2,-0.7,1,-4.6,-0.4,x,10
CCCSc1nc(N)c2c3c(sc2n1)CN(C)CC3,-1.4,1.1,-10,-0.6,41*,-3.8,x,-1.1,27
CCC(C)(C)C(=O)Nc1ccc(C(N)=O)cc1,1.1,-0.7,5,i,-2,-0.3,x,6.3,7
CCC(/C=C1\Sc2ccc(OC)cc2N1CC)=C\c1sc2ccc(OC)cc2[n+]1CCCS(=O)(=O)[O-],0.7,1.1,26,-2.3,1,-13,1.3,14,-5
COc1ccc(N=C2NN=C(c3ccc4c(c3)OCCO4)CS2)cc1,-1.1,-0.1,-12,-0.6,0,-1.4,x,-1.6,11
Clc1ccc(CNCC2CCCO2)c(Cl)c1 (stereo unspecified),x,-1.0,2,-0.6,1,-2.7,-3.5,-0.4,-8
CSc1ncc(C(=O)O)n1-c1ccc(F)cc1,-0.9,3.8,5,i,4,0.8,x,0.4,11
CN1C(=O)NC(c2ccccc2)C2=C1CN(c1ccc3ccccc3c1)C2=O (stereo unspecified),0.1,0.8,6,i,0,-1.0,x,2.1,10
Cc1[nH]c2ccccc2c1/C=N/n1cnnc1,0.7,-1.4,-7,i,1,-1.0,x,0.5,24
O=C(Nc1cc2c(cc1[N+](=O)[O-])OCCO2)c1cccnc1,x,1.7,-3,-0.4,1,-1.5,3.7,5.1,17
O=C(CCNS(=O)(=O)c1ccc(F)cc1)N1CCN(c2ncccn2)CC1,x,x,-2,-0.8,1,-0.3,0.1,-1.5,4

# Look-ups from the entries so far.
# Entry for CN1C(=O)NC(c2ccccc2)C2=C1CN(c1ccc3ccccc3c1)C2=O (stereo unspecified) under FadD28 FP inh: -1.0
# Entry for Clc1ccc(CNCC2CCCO2)c(Cl)c1 (stereo unspecified) under TcdB GH inh: -3.5
# Entry for O=C(Nc1cc2c(cc1[N+](=O)[O-])OCCO2)c1cccnc1 under Vc quorum ag: -0.4
# Entry for O=C(CCNS(=O)(=O)c1ccc(F)cc1)N1CCN(c2ncccn2)CC1 under Mtb BioA inh: -1.5

# Assay outcomes from PubChem.
